AHR act – activates the human aryl hydrocarbon receptor. hit rate 2.5% among 320,000. AID 2796. activation, % at 5 µM. P35869. AHR-responsive luciferase reporter cells, luminescence; in the data active means activation above about 47%;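 further: 0% = vehicle wells and 100% = reference agonist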
Target sequence (P35869 whole entry, looked up): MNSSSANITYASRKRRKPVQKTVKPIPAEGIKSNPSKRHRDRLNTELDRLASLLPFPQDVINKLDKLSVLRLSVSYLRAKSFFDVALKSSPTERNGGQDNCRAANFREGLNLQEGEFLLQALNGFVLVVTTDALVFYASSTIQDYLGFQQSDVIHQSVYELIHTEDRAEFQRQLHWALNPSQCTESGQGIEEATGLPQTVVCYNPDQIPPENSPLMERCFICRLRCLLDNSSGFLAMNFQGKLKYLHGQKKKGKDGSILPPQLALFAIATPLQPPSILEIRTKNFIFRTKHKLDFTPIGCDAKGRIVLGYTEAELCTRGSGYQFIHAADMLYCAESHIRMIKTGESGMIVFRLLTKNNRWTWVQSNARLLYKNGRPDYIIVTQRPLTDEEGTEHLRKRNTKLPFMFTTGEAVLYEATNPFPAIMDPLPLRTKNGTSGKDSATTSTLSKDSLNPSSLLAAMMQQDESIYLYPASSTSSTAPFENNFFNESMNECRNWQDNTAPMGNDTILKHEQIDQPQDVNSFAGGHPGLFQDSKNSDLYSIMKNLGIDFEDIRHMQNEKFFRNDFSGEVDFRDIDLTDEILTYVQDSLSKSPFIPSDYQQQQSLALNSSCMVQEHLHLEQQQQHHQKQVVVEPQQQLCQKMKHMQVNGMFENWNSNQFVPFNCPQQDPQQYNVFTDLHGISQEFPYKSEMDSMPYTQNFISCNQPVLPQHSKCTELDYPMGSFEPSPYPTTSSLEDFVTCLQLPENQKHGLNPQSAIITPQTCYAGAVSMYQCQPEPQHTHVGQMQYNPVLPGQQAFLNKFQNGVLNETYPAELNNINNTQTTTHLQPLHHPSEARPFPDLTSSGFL
HCV core dimer – blocks dimerization of HCV core protein; TR-FRET GST/Flag-core106 dimerization, 1536-well; inhibition, % at 5 µM; hit rate 0.33% among 300,000; AID 1899;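 active means inhibition above the mean of all tested compounds plus 3 SD, set per screening campaign, cut at about 45% in these data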
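Material: Tagged HCV core106 pair (GST and Flag) | Amount: GST-core106 13.5 nM, Flag-core106 17 nM | Medium: KF-containing HEPES buffer, pH 7.45, DTT, CHAPS, BSA | Reagent: Eu donor and XL665 acceptor anti-tag antibodies | Schedule: 4 h at 22.5 °C | Technique: Time-resolved FRET, ex 340 nm, em 617 and 671 nm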
PAFAH2 FP inh – PAFAH2 (human) inhibition | inhibition, % at 3.39 µM | recombinant PAFAH2, FP-rhodamine activity probe, fluorescence polarization | hit rate 0.99% among 340,000 | Q99487;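 active means inhibition above the mean over all tested compounds plus 3 SD, cut at about 30% in these data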;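 further: inhibitors block probe labeling of enzyme so polarization drops; 0% = enzyme with DMSO and 100% = wells lacking PAFAH2 protein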
Fh CTSL1 inh – counter-screen for PFM18AAP inhibitors: inhibitors of F. hepatica cathepsin L1; recombinant F. hepatica cathepsin L1, Z-Leu-Arg-MCA fluorescence; inhibition, % at 5.96 µM; hit rate 0.49% among 300,000; AID 1906;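 active means inhibition above the mean of all tested compounds plus 3 SD, set per screening campaign, cut at about 17% in these data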;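 further: 0% = plate median of test compound wells and 100% = 1 µM Z-Phe-Ala-diazomethylketone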
TPT1 inh – C. albicans TPT1 enzyme inhibition. hit rate 0.81% among 300,000. inhibition, % at 5 µM. recombinant caTPT1, FP RNA substrate dephosphorylation;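 active means inhibition above the mean of all tested compounds plus 3 SD, set per screening campaign, cut at about 24% in these data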;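 further: plate controls were DMSO alone for no effect and ferristatin control at 100 nM for full effect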
procasp7 counter – counter-screen: procaspase-7 (human) activation. hit rate 0.093% among 330,000. P55210. recombinant procaspase-7, Ac-DEVD-pNA absorbance 405 nm; D23A/D198A/D206A triple mutant, cannot self-cleave; scale: DMSO 0, 5 µM enzyme 100. activation, % at 8.5 µM;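 active means percent activation above the screen-wide mean plus 3 SD, cut at about 25% in these data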
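System: Procaspase-7 triple mutant (PC-7 D3A); measure: % activation from two-timepoint absorbance difference, scaled to controls; times: 1 h compound preincubation, 2 h substrate cleavage, 25 °C; also added: Ac-DEVD-pNA substrate, 400 µM as added; measured by: Epi-absorbance of released pNA at 405 nm, two timepoints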
PP1 counter – counter-screen for PP5 inhibitors: inhibitors of human PP1-alpha | P62136 | purified PP1alpha, OMFP fluorescence | inhibition, % at 6.7 µM | hit rate 0.9% among 320,000 | AID 2235;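 active means inhibition above the mean inhibition of all tested compounds plus 3 SD, computed separately for each screening campaign, cut at about 15% in these data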
proCasp3 act – activators of human procaspase-3; AID 463141; hit rate 0.11% among 330,000; activation, % at 8.5 µM; P42574; recombinant procaspase-3 D3A, Ac-DEVD-pNA absorbance 405 nm;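 active means activation above the mean of all tested compounds plus 3 SD, cut at about 21% in these data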;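 further: 0% = DMSO alone and 100% = DMSO wells spiked with extra 5 µM PC-3 D3A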
Target sequence (P42574 whole entry D9A/D28A/D175A): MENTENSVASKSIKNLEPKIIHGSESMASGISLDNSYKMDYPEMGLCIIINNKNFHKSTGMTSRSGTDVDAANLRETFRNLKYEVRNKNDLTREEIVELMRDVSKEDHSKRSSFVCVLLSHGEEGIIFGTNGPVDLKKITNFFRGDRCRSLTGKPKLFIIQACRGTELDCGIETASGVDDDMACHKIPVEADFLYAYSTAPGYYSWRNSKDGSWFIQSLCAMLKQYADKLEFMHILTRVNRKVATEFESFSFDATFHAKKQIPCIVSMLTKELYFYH
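Assay system: Autoprocessing-dead procaspase-3 D3A mutant enzyme; also added: Ac-DEVD-pNA; doses: one concentration, 8.5 µM nominal, 0.8% DMSO; times: 1 h compound preincubation, 2 h substrate hydrolysis at 25 °C; technique: 405 nm absorbance of p-nitroaniline, reads at 0 and 120 min; measure: % activation between DMSO and enzyme-spiked controls; repeats: single replicate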
PP5 primary – blocks human protein phosphatase 5 activity. P53041. purified PP5c, OMFP substrate fluorescence. inhibition, % at 6.7 µM. hit rate 0.18% among 320,000;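 active means inhibition above the campaign's mean inhibition across all tested compounds plus 3 SD, cut at about 9.5% in these data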;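 further: 0% = DMSO only and 100% = 100 µM cantharidin control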
* marks the source's active call; other numbers are inactive results; . = no result given.

SMILES	AHR act	HCV core dimer	PAFAH2 FP inh	Fh CTSL1 inh	TPT1 inh	procasp7 counter	PP1 counter	proCasp3 act	PP5 primary
O=C(NCCCN1CCCC(O)C1)c1cc(COc2ccc(F)cc2F)on1 (stereo not given)	-3.8	2.9	-1.0	-2.4	-3.8	-0.1	-0.8	3.9	-0.3
CCOc1ccc2nc(NC(=O)C3=NNC(=O)CC3)sc2c1	6.0	1.0	5.3	2.7	-1.8	8.9	-1.6	3.3	0.0
CC1CCCCN1C(=O)CCn1c(=O)oc2ccccc21 (stereo not given)	-1.9	-4.7	9.6	0.5	-0.8	2.7	-2.1	1.7	-0.6
CCOc1cc(C(=O)Nc2cccc3ncccc23)cc(OCC)c1OCC	-0.7	0.1	-12.3	-0.9	-3.0	-8.1	-1.9	0.3	0.4
Cc1nn(C(=O)c2cccnc2)c(C)c1Sc1ccc(Br)cc1	-0.1	2.2	0.3	-0.5	-3.4	-5.3	-3.0	7.7	5.6
CC(C)C(C(=O)O)N1C(=O)/C(=C/c2cccn2C)SC1=S (stereo not given)	0.1	-1.1	-1.2	6.8	106.0*	-13.5	-6.4	-15.9	1.3
O=C(CN1CCN(S(=O)(=O)c2ccccc2)CC1)Nc1cccc(C(F)(F)F)c1	0.2	-1.1	-2.1	-5.0	-3.1	6.2	-1.1	-0.4	3.4
COc1cccc(/C=C/C(=C2/C(=O)N(c3ccccc3)N=C2C)c2ccccc2)c1OC	0.2	4.0	-5.8	-1.5	-2.7	1.0	-3.8	-6.3	0.1
CC(=O)Nc1ccc(-c2cn3cc(C)ccc3n2)cc1	-5.4	-1.8	5.8	0.1	-3.0	4.7	-1.1	9.8	2.0
COc1cccc(CC(NC(C)=O)C(=O)NC2CCN(c3nnnn3-c3ccccc3)CC2)c1 (stereo not given)	-0.1	-4.7	-6.0	-1.0	0.1	-0.7	1.4	-1.7	-1.4
O=C(CNC(=O)Cc1ccccc1)NCC(=O)OCc1ccc(C(=O)c2ccccc2)cc1	-1.2	6.6	7.3	1.7	0.3	-9.0	0.8	3.9	1.9
Cc1ccc(C(C(=O)NCCc2ccccc2)N(C(=O)c2csnn2)C2CC2)o1 (stereo not given)	1.1	-2.8	-6.1	1.2	0.6	1.2	-3.7	4.8	-1.8
CC(=O)Nc1cccc(NC(=O)c2cc(Cl)ccc2Cl)c1	3.4	1.2	6.9	0.0	-2.0	1.7	-0.6	-0.9	0.8
CCn1ncc(C2=NOC(C(=O)N3CCN(c4ccccc4)CC3)C2)c1C (stereo not given)	-2.3	-3.4	2.6	-2.9	-0.2	5.3	0.4	0.5	1.5
Cc1ccc(CNS(=O)(=O)c2cn(C)cn2)cc1	-0.8	-1.8	4.6	0.9	-3.8	-5.4	0.2	-1.0	-2.2
CCC(CC)NC(=O)COC(=O)c1ccc(OCC(=O)Nc2ccccc2OC)c(OC)c1	-0.7	0.5	59.7*	-3.5	-4.0	8.0	-2.4	-8.7	-1.7
O=C(Cn1c2c(c(-c3ccccc3Cl)cc1=O)CCC2)NCCCN1CCOCC1	-1.4	-0.2	-0.4	1.1	-3.7	-0.4	0.5	-0.9	-0.5
CCC(c1nnnn1C1CCCC1)N1CCN(Cc2ccccc2)CC1 (stereo not given)	3.3	2.2	-2.1	2.0	-0.8	3.6	-1.6	-8.1	3.7
CCNC(=S)NCc1ccc(OC)c(OC)c1	-1.7	-4.1	-1.1	-5.3	-3.6	12.9	3.7	4.3	-0.3
O=C(CN(CC1CCCO1)C(=O)CNS(=O)(=O)c1ccc(Cl)cc1)NCCc1ccccc1 (stereo not given)	0.6	-1.0	13.9	0.0	-4.6	7.7	-3.0	6.1	6.0
Cc1cc(C(=O)CCl)c(C)n1CCc1ccc(Cl)cc1	-7.6	17.2	-2.7	21.2*	2.1	-14.7	1.5	5.1	-0.9
Cn1c(SCC(=O)NC2CCS(=O)(=O)C2)nc2ccccc21 (stereo not given)	1.4	.	7.3	.	.	-11.2	.	7.5	.
Cc1ccc(NC(=O)Cn2cnc3c(cnn3C(C)(C)C)c2=O)cc1	5.6	-1.7	-3.2	10.1	-4.8	6.8	-7.6	-1.6	-4.9
CCN(Cc1cccc(OC)c1)CC1CCCN(CCc2cccc(OC)c2)C1 (stereo not given)	0.2	6.2	-2.3	-1.5	0.5	-1.7	-2.5	2.4	-1.2

Two compounds drawn at random from those above:
SMILES	AHR act	HCV core dimer	PAFAH2 FP inh	Fh CTSL1 inh	TPT1 inh	procasp7 counter	PP1 counter	proCasp3 act	PP5 primary
CCn1ncc(C2=NOC(C(=O)N3CCN(c4ccccc4)CC3)C2)c1C (stereo not given)	-2.3	-3.4	2.6	-2.9	-0.2	5.3	0.4	0.5	1.5
O=C(CN(CC1CCCO1)C(=O)CNS(=O)(=O)c1ccc(Cl)cc1)NCCc1ccccc1 (stereo not given)	0.6	-1.0	13.9	0.0	-4.6	7.7	-3.0	6.1	6.0

(next part)
SMILES	AHR act	HCV core dimer	PAFAH2 FP inh	Fh CTSL1 inh	TPT1 inh	procasp7 counter	PP1 counter	proCasp3 act	PP5 primary
CC(=O)c1c(C)[nH]c(C(=O)CSc2nnc(-c3cccs3)n2Cc2ccccc2)c1C	6.8	4.6	-5.2	1.2	5.8	-2.1	2.9	5.8	1.6
O=C(NCc1ccccc1Cl)C1CCN(S(=O)(=O)c2cccc3nonc23)CC1	1.1	-6.5	-5.5	-0.9	0.7	-8.9	3.9	-6.5	0.6
O=C(O)Cc1csc(NC(=O)CSc2cccc(C(=O)O)n2)n1	6.3	-2.1	.	-4.3	1.5	0.2	-5.3	4.8	0.2
Cn1nc(C(=O)NNC(=O)C(CCC(N)=O)NS(=O)(=O)c2ccc(Cl)cc2)c2ccccc2c1=O (stereo not given)	-0.4	.	7.2	.	.	-4.4	-4.0	2.7	0.1
COc1ccc2c(COC(=O)c3cccc(S(=O)(=O)NCC(C)C)c3)cc(=O)oc2c1	-1.0	25.0	-8.6	2.3	0.4	-9.0	3.4	-3.7	4.9
Clc1ccc2oc(SCc3cccnc3)nc2c1	2.7	-3.7	0.5	-1.0	-0.5	10.6	-2.4	2.4	1.2
CC(=O)c1cccc(N=Nc2c(C)[nH]c3ccccc23)c1	63.8*	17.0	-10.9	-0.6	1.2	-5.7	1.2	-4.2	3.3
O=C(c1cccc2ccccc12)N1CCC(N2CCN(c3ccccc3)CC2)CC1	2.6	3.8	4.2	-3.8	2.7	-28.0	-0.3	-3.0	3.6
Cc1c(C(=O)OCC(=O)NC(=O)NC2CCCCC2)cccc1[N+](=O)[O-]	-0.2	.	2.6	.	.	-7.0	.	4.3	.
CC1CCC(CN2CCN=C2N(C)C)CC1 (stereo not given)	5.3	-7.5	4.3	1.0	-1.2	-3.6	-1.2	7.0	-0.3
COc1ccc(S(=O)(=O)N2CCC(C(=O)N3CCCCC3)CC2)cc1Cl	-1.9	-0.6	-1.6	-5.8	-0.8	2.2	-5.5	1.9	-1.7
Cc1ccc2nc(SCC(=O)Nc3ccc(C)c([N+](=O)[O-])c3)[nH]c2c1	86.2*	-0.8	6.7	1.3	-1.0	-0.9	1.0	-8.2	2.0
COC(=O)c1ccccc1S(=O)(=O)N1CCC(C(=O)N2CCC2)CC1	1.8	.	2.9	.	.	0.9	-1.1	4.4	2.8
CN1CCN(CC(=O)Nc2ccc(OCc3ccccc3)cc2)CC1	4.0	2.3	.	3.4	11.3	5.5	-1.1	-7.9	3.3
CCOC(=O)/C=C1\NC2(CCCCC2)Cc2cc(OC)c(OC)cc21	-0.1	-7.2	1.6	-0.1	-1.9	-1.2	0.6	6.5	0.1
COc1ccc(CNc2ccc(-c3ccccc3OC)nn2)cc1	-1.3	4.2	7.2	3.5	0.9	3.9	5.4	5.7	3.1
COc1ccc(/C=N/NC(=O)CSc2nnc(CCCc3ccc(OC)c(C)c3)o2)cc1	1.1	11.5	-1.1	2.1	2.6	-0.5	-1.8	2.5	6.8
Cn1c(SCc2ccc(Cl)cc2)nnc1C1CC1	-4.8	-3.1	-4.0	0.1	-1.7	6.5	-1.3	-2.4	0.9
COc1ccc(-c2noc3c2-c2nc(-c4ccccc4C)sc2CC3)cc1	14.0	-22.6	.	-0.2	5.5	-23.1	-1.1	-11.7	4.0
C/C(=N/NC(=S)Nc1ccccc1)c1ccc2c(c1)OCO2	111.1*	-12.2	4.0	1.1	1.0	-0.6	1.2	-4.7	3.9
COc1ccc(C(=O)CSc2nnc(CN3CCCCC3)n2-c2ccc(Cl)cc2)cc1OC	3.8	8.9	-4.2	0.2	0.5	-6.2	2.3	-8.7	1.4
COc1ccc(/C=C/C(=O)OCC(=O)Nc2ccc(Cl)c(S(=O)(=O)N(C)C)c2)cc1OC	0.4	-2.8	83.8*	-2.9	-0.5	-3.2	2.2	-2.4	-1.0
O=C1CC(N2CCN(c3nc4ccccc4s3)CC2)C(=O)N1Cc1cccs1 (stereo not given)	3.0	9.8	7.9	3.3	-3.6	1.1	1.1	-1.2	0.5
CCC1=C(OC(=O)N(CC)CC)N2C(=O)OC(=NCCc3c[nH]c4ccccc34)[C@]2(Cc2ccccc2)[C@H]2C1=CC[C@H]1C(=O)N(CC(=O)OC)C(=O)[C@H]12	0.9	13.8	1.7	3.4	-2.2	0.2	4.4	3.9	6.5
COc1ccc(C(=O)Nc2cc3c(oc2=O)CCCC3=O)cc1	-4.2	10.1	3.3	1.9	1.1	7.7	0.5	0.6	1.3
COc1ccc(CNC(=O)CN(Cc2ccccc2Cl)C(=O)c2csnn2)cc1	-0.3	0.8	-14.9	-2.5	-0.3	-17.4	0.2	-10.1	3.3
O=C(NNC(=O)C1C2CCCCC21)c1coc(=O)c(Br)c1 (stereo not given)	2.3	-1.6	13.8	0.8	17.2	3.3	1.9	-1.0	1.7
N#CCCn1nnc2ccccc21	1.4	-9.7	-8.8	1.6	3.0	-3.5	-4.6	-6.0	5.0
O=C1N[C@H](Cc2ccccc2)COC(=O)[C@H](Cc2ccc(F)cc2)C/C=C\C[C@@H]1CC(=O)N(CCO)Cc1ccccc1	0.4	.	5.4	.	.	4.8	.	-0.8	.
COc1ccc([C@@H](OC)[C@@]2(Cc3ccc(O)cc3)N=C(N)N(C)C2=O)cc1	-0.8	.	-7.2	.	.	0.6	-6.1	1.6	1.8
CCN1CCN(c2cc(C)c3cc(NC(=O)CCC(=O)N4CCN(c5ccccc5)CC4)ccc3n2)CC1	-2.4	2.0	1.3	3.2	-2.3	5.3	-1.1	9.0	2.4
COc1cc(C)ccc1OCCOCCOc1ccc([N+](=O)[O-])cc1	6.4	2.1	1.8	0.0	0.6	9.1	2.1	4.0	-0.3
CCOc1ccc(-c2nnn(CC(=O)Nc3cccc(OC)c3)n2)cc1OCC	1.3	-7.7	-9.3	-0.3	-5.3	-4.4	3.3	0.0	3.5
O=C(C[n+]1cccc2ccccc21)c1ccc([N+](=O)[O-])cc1	28.7	11.3	3.2	-1.7	31.7*	-7.2	0.5	11.5	0.4
Cc1cc(C)cc(SCc2noc(C(=O)NCCN(C)C)c2C(=O)NCCN(C)C)c1	2.8	-2.1	-3.4	0.5	0.0	-7.0	-3.5	-6.4	-2.6

Screening results as filed in PubChem BioAssay.
